CRFBP-R2 block = blocks CRF-induced signaling of the CRF-BP/CRF-R2 complex; HEK293 CRF-R2/CRF-BP, CRF-induced calcium fluorescence; AID 588475; inhibition, % at 11.8 µM; 350,000 tested, 0.59% active;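 active means inhibition of the ligand-induced calcium signal above about 50% at the single tested concentration, limit read from the data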
NS3 helicase inh = inhibitors of Hepatitis C virus NS3 helicase; NS3 helicase DNA unwinding, Cy5 molecular beacon fluorescence; inhibition, % at 10.9 µM; 290,000 tested, 0.56% active; AID 1800;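 active means inhibition above the mean of all tested compounds plus 3 SD, set per campaign, cut at about 35% in these data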;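 further: 0% = DMSO wells and 100% = thioflavine S control wells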
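Compound dosing – single dose, 10.9 µM nominal final, DMSO 0.8% final · System – NS3 helicase fragment of HCV · Buffer or medium – MOPS pH 6.5, MgCl2, DTT, Tween20, BSA · Signal – Cy5 beacon fluorescence read at start and 1 h · Also added – annealed dual-labelled DNA beacon duplex, ATP-started · Schedule – 1 h at 25 °C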
IMP-1 inhibitor = inhibitors of Pseudomonas aeruginosa IMP-1 metallo-beta-lactamase; purified IMP-1, nitrocefin hydrolysis, epi-absorbance fluorescence; inhibition, % at 5.6 µM; 290,000 tested, 0.45% active; AID 1556;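 active means inhibition above the mean plus 3 SD of all compounds in the same screening run, cut at about 4.5% in these data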;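 further: 0% = IMP-1 with DMSO and 100% = DMSO wells lacking enzyme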
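System: purified IMP-1; amount: IMP-1 0.2 nM before substrate addition; compound: single dose, 5.6 µM; times: 25 °C, 15 min preincubation, 25 min reaction; signal: Epi-absorbance via hydrolysed-nitrocefin quenching of white-plate fluorescence, 480/530 nm, EDTA stop; benchmarks: DMSO with and without IMP-1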
VIM-2 inhibitor = inhibitors of Pseudomonas aeruginosa VIM-2 metallo-beta-lactamase; purified VIM-2, nitrocefin hydrolysis, epi-absorbance fluorescence; inhibition, % at 5.6 µM; AID 1527; 290,000 tested, 0.89% active;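 active means inhibition above the mean of all tested compounds plus 3 SD, cutoff set per screening run, cut at about 7.5% in these data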;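 further: red hydrolysis product quenches plate fluorescence so inhibitors raise well fluorescence; 0% = enzyme with DMSO and 100% = DMSO without enzyme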
GalR3 antagonist = human GalR3 antagonism. HEK293 GalR3-CNG cAMP membrane potential fluorescence; galR3 body fused to GalR1 C-terminus. 360,000 tested, 0.44% active. inhibition, % at 3 µM. AID 651719. O60755;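 active means inhibition above the screen-wide average plus 3 SD, cut at about 13% in these data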;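 further: forskolin and galanin both at EC90 stimulate the cells; cAMP rise reported by CNG channel membrane potential dye signal; 0% = forskolin plus galanin with DMSO and 100% = forskolin alone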
Target sequence (O60755 1-299 limits assumed): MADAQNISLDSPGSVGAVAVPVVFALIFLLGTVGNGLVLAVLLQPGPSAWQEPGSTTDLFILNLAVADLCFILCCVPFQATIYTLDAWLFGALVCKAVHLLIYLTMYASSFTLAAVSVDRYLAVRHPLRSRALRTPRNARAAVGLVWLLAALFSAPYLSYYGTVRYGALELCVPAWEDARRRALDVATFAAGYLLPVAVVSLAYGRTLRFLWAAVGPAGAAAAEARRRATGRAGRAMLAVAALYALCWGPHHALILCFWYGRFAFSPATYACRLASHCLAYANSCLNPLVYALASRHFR
IDE cell inh = inhibits human insulin-degrading enzyme in HEK cells | AID 434962 | FAbetaB cleavage, fluorescence polarization | P14735 | 320,000 tested, 0.41% active | inhibition, % at 5.59 µM;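 active means percent inhibition above the average of all tested compounds plus 3 SD, set per screening campaign, cut at about 16% in these data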;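 further: IDE supplied by intact live HEK cells; FP after avidin binding of uncleaved biotin substrate so inhibition keeps polarization high; 0% = DMSO wells and 100% = 60 µM reference IDE inhibitor Ii1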
UBC9 SUMO inh = SUMOylation inhibition. P63279. HTRF SUMOylation assay, SAE1/SAE2 + UBC9, in vitro. inhibition, % at 35 µM. 290,000 tested, 0.36% active. AID 2006; in the data active means inhibition above about 50%, passing the limit was not always enough; further: strong numbers were not always called active
Target sequence (P63279 whole entry, looked up): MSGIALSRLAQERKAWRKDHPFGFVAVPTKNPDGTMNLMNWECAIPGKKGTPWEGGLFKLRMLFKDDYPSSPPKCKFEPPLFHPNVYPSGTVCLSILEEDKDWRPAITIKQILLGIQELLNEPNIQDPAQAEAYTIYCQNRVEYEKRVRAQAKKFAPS
IDE cell activ = boosts human insulin-degrading enzyme activity in HEK cells. P14735. FAbeta-B cleavage, fluorescence polarization; 0% vehicle, 100% cell-free pure enzyme wells. activation, % at 5.96 µM. 340,000 tested, 0.073% active;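 active means activation above the mean of all tested compounds plus 3 SD, set per screening campaign, cut at about 17% in these data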
pCIP destab = compounds decreasing mouse p/CIP protein stability. F442A p/CIP-EGFP cells, EGFP fluorescence, 16 h. decrease of EGFP signal, % at 10 µM. 290,000 tested, 0.01% active;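 active means EGFP signal decrease of at least 30% at 10 µM or well 3 SD below plate mean, unless failing retest; inactive means the rest, including hits failing retest or dose response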; further: some compounds called inactive have numbers as strong as hits; many of its hits are not listed in these tables
* marks the source's active call; other numbers are inactive results; x = not tested or not shown.

SMILES	CRFBP-R2 block	NS3 helicase inh	IMP-1 inhibitor	VIM-2 inhibitor	GalR3 antagonist	IDE cell inh	UBC9 SUMO inh	IDE cell activ	pCIP destab
O=C(O)COc1ccccc1C=NNC(=O)c1ccccc1NS(=O)(=O)c1cccs1	30	x	x	x	3	1	x	4	x
Cc1cc(SCCOc2ccc(Br)cc2)nc(N)n1	0	-7	-2.0	0.6	-3	8	5	1	-9
CC(NC(=O)c1ccc(Cl)cc1Cl)C(c1ccccc1)N1CCOCC1 (stereo not given)	23	0	-3.5	-1.0	-3	0	7	5	4
Cc1ccc(-c2cc(C(=O)NCCCN3CCOCC3)c3ccc(Cl)c(C)c3n2)cc1	-17	-43	0.1	-0.3	-4	-2	-10	2	-4
O=Cc1ccc(OC(=O)Cc2ccc(F)cc2)cc1	x	2	-0.8	0.6	x	-1	3	x	2
Cc1nc2ccccc2n1CC(O)c1ccccc1 (stereo not given)	4	-3	-1.8	-2.3	-10	2	4	6	0
COc1ccc(C(CCNCc2ccc(OC(C)C)cc2)c2ccccc2OC)cc1 (stereo not given)	-8	-65	0.0	-1.7	-10	4	-8	3	5
CCN(CC)S(=O)(=O)c1cccc(C(=O)N2CC(O)CC2C(=O)OC)c1 (stereo not given)	-9	0	0.2	-1.6	-3	0	6	0	-3
O=C(CSc1nnc(-c2cccs2)n1-c1ccccc1)NCc1ccc2c(c1)OCO2	5	0	-4.3	-2.3	-2	7	15	-1	-1
Cc1ccc(CNC(=O)C(Cc2ccccc2)n2cccc2)cc1 (stereo not given)	5	-8	-3.3	1.7	2	2	3	3	-6
Nc1nc(-c2ccccc2)[nH]c(=O)c1N	23	4	-1.9	-1.4	0	3	1	4	-6
COc1ccc(C(=O)NCCN=C2NS(=O)(=O)c3ccccc32)cc1	14	4	-1.1	-1.4	-5	1	-8	1	3
CCOc1ccc(Cl)cc1S(=O)(=O)N1CCN(c2ccc(F)cc2)CC1	-17	4	-0.2	-0.2	-6	-4	-12	6	-2
Cc1ccc(S(=O)(=O)c2nc(-c3ccccc3)oc2SCC(=O)NCC2CCCO2)cc1 (stereo not given)	-5	-11	-1.2	-1.5	-7	-7	5	3	-3
Oc1cc(OCc2ccccc2)ccc1-c1[nH]ncc1-c1ccccc1	11	-9	-3.4	-0.2	-4	1	-1	23*	9
CCOC(=O)C1=C(CSc2nc(CC)c(C)cc2C#N)OC(N)=C(C#N)C1c1ccc(OC)cc1 (stereo not given)	-27	11	1.7	-1.2	-3	22*	5	-3	3
COc1cc(Nc2nc3ccc(Cl)cc3n3cnnc23)cc(OC)c1OC	-10	-7	-0.9	4.9	-10	-1	34	3	-20
COC(=O)NNC(=O)C(C)Oc1ccc(Cl)cc1Cl (stereo not given)	-6	-1	-4.9	-3.4	x	4	-10	-2	6
CCN(CC)S(=O)(=O)c1ccc2nc(CSc3nnnn3-c3ccc(O)cc3)[nH]c2c1	-12	-6	-0.7	-0.5	-5	3	7	-1	-3
Cc1ccc2c(c1)CCCN2C(=O)c1ccncc1	3	-3	-6.2	-0.1	-7	4	-14	-7	-12
Fc1ccc(CN2CCN(c3ncccn3)CC2)cc1	8	4	0.1	-2.6	-2	-7	-1	0	3
COc1ccc(NC(=O)CCn2c(=O)c3cccn3c3ccccc32)cc1	7	0	1.5	0.3	-6	2	7	-1	-2
Cc1noc(C)c1C(=O)Nc1ccccc1-c1ccccc1	23	3	-3.3	-2.0	-2	4	6	6	-4
CC(C)CC(=O)Nc1cc2nn(-c3ccccc3)nc2cc1Cl	5	-4	-2.5	-3.2	0	6	10	-1	-27
Cc1ccc(NC(=O)c2ccc(S(=O)(=O)N3CCOCC3)cc2)cc1	-4	0	-1.5	-1.5	-3	-3	-1	4	-11
Remaining list, next part
SMILES	CRFBP-R2 block	NS3 helicase inh	IMP-1 inhibitor	VIM-2 inhibitor	GalR3 antagonist	IDE cell inh	UBC9 SUMO inh	IDE cell activ	pCIP destab
O=C(CCN1CCN(C/C=C/c2ccccc2)CC1)Nc1ccccc1F	11	-31	-0.1	1.3	-4	5	-7	1	12
Cc1ccc(S(=O)(=O)CCN2C=CC(C(F)(F)F)=NCC2)cc1	5	8	-2.5	-5.7	-2	0	13	x	-17
CC1CCCN(c2nc3c(c(=O)[nH]c(=O)n3C)n2CCCc2ccccc2)C1 (stereo not given)	-30	14	-2.4	0.0	4	0	1	0	-3
COc1cccc(/C=N\NC(=O)c2ccc(Cn3cc(Br)c([N+](=O)[O-])n3)o2)c1O	37	-38	-1.9	-7.0	-6	-6	-27	6	-11
CCOC(=O)c1ccc(COC(=O)CNS(=O)(=O)c2ccccc2)cc1	-2	-6	-2.2	-1.8	-6	1	-2	-1	-13
CCn1c(SCc2cccc(OC)c2)nc2ccccc2c1=O	1	1	-6.0	-0.7	-2	9	-11	3	-16
COCCN1C(=S)N[C@@H](c2cccc(F)c2)C(C(=O)OC)=C1C	x	-88	-2.9	-1.4	x	-1	-17	x	2
Nc1nc2n(n1)C(c1ccccc1)CC(c1ccc(F)cc1)N2 (stereo not given)	-29	8	-3.9	-3.8	-1	3	-4	5	-8
CC(Oc1cc2oc(=O)c3c(c2cc1Cl)CCCC3)C(=O)NCCN1CCOCC1 (stereo not given)	-3	2	0.7	13*	-8	-2	0	-1	-4
COc1ccc(-c2nnc(SCC(=O)Nc3cc(C)on3)n2N)cc1OC	-2	-5	1.1	-0.8	-3	3	18	5	2
Cc1cccc(NS(=O)(=O)c2ccc(C)c(C(=O)OCC(=O)Nc3cc(C)on3)c2)c1	-23	-5	-4.6	-2.5	-4	-1	17	-2	-14
C=CCN(CC=C)Cc1c(O)ccc2c1oc(=O)c1ccccc12	-1	15	-1.9	17*	-5	0	x	-2	x
O=C(O)c1cc(N=Nc2c(O)ccc3ccccc23)cc(C(=O)O)c1	10	8	-0.9	-1.8	-4	x	17	0	-8
COCCCN=Cc1c(C)[nH]n(-c2ccc(Br)cc2Br)c1=O	-7	-7	-3.5	-1.6	-5	4	-15	x	2
COc1cccc(CNC(=O)CCC(=O)N2Cc3cccc(OC)c3Oc3ncccc32)c1OC	12	-2	-1.0	-1.9	-7	0	9	2	-21
c1csc(CNc2ncnc3sccc23)c1	-21	5	-2.6	-2.4	61*	-2	x	2	x
Clc1cccc(Cl)c1C1=NOC(c2nnc(-c3ccccc3)o2)C1 (stereo not given)	-3	x	x	x	-9	-4	-3	1	2
Cc1ccc(NC(=O)CN(C)S(=O)(=O)c2cccc3cccnc23)cc1F	-1	11	-1.7	2.6	-8	-3	-4	-1	-30
O=S(=O)(/C(=C/c1ccc(C(F)(F)F)cc1)c1nc2ccccc2[nH]1)c1ccccc1	-129	3	-2.5	-0.3	0	-1	-4	-3	-11
Cn1c(COc2ccc([N+](=O)[O-])cc2)nnc1SCC(=O)NCC1CCCO1 (stereo not given)	-2	2	-2.5	-2.4	-8	5	0	2	-6
O=C(O)CC/C(=N/Nc1ncc(C(F)(F)F)cc1Cl)C(=O)O	-13	2	-4.0	-3.6	-1	4	-7	4	4
CN1c2ccccc2Sc2cc(N)ccc21	8	-5	-18	-2.6	-8	1	-13	4	-14
O=C(Nc1cccc(F)c1)N1CCC(c2ccccc2)CC1	-9	-5	-3.6	-4.9	-9	7	-18	-1	2
Cc1ccc(C)c2nc(SCC(=O)Nc3ccc4c(c3)OCO4)c(C#N)cc12	15	-1	-3.0	-3.7	0	0	22	8	-3
CC(C)COP(=O)(c1ccc(N(C)C)cc1)C(O)c1ccccn1 (stereo not given)	12	-8	1.0	-2.4	1	2	13	9	-1

Exported field by field: 2 of the compounds above.
COc1ccc(C(=O)NCCN=C2NS(=O)(=O)c3ccccc32)cc1
  CRFBP-R2 block: 14	NS3 helicase inh: 4	IMP-1 inhibitor: -1.1	VIM-2 inhibitor: -1.4	GalR3 antagonist: -5	IDE cell inh: 1	UBC9 SUMO inh: -8	IDE cell activ: 1	pCIP destab: 3

O=C(O)CC/C(=N/Nc1ncc(C(F)(F)F)cc1Cl)C(=O)O
  CRFBP-R2 block: -13	NS3 helicase inh: 2	IMP-1 inhibitor: -4.0	VIM-2 inhibitor: -3.6	GalR3 antagonist: -1	IDE cell inh: 4	UBC9 SUMO inh: -7	IDE cell activ: 4	pCIP destab: 4

(list continues)
SMILES	CRFBP-R2 block	NS3 helicase inh	IMP-1 inhibitor	VIM-2 inhibitor	GalR3 antagonist	IDE cell inh	UBC9 SUMO inh	IDE cell activ	pCIP destab
O=C(COC(=O)c1cc(-c2cccs2)nn1-c1ccccc1)Nc1ccc(Cl)c([N+](=O)[O-])c1	-11	6	-3.0	-1.8	2	-4	6	0	-10
Cc1ccc(OC(C)C(=O)Nc2ccc(C)c(S(=O)(=O)Nc3ccc(C)cc3C)c2)cc1 (stereo not given)	-80	-22	-3.0	-2.4	-8	-6	-11	10	-4
N/C(=N\OC(=O)CCCCCN1C(=O)c2ccccc2C1=O)c1ccccn1	8	-7	0.4	1.0	-2	4	9	4	-4
Cc1ccc(/C=N/NC(=O)Cn2nccc2C)o1	-2	11	0.0	-2.1	-2	-2	29	10	4
CCCOc1ccc(/C=C/C(=O)NCc2ccccc2)cc1	-1	-5	-1.2	-4.8	-1	4	-19	0	-1
CC/C(Cc1ccccc1)=N\NC(=O)c1cc(C)oc1C	-1	9	-1.3	-1.6	1	9	-14	-2	-4
COc1ccc(NC(=O)NC(C)C2CC3CCC2C3)cc1 (stereo not given)	17	-4	0.6	0.7	-5	4	-4	4	-12
CN(C)CCN1C(=O)C(=O)/C(=C(/O)c2ccc(F)cc2)C1c1ccccc1 (stereo not given)	4	-3	-1.9	-4.5	-6	2	2	5	-4
COc1ccc(C(=O)OCC(=O)c2ccc3c(c2)NC(=O)CO3)cc1[N+](=O)[O-]	3	x	x	x	-5	3	x	2	x
COc1cc([C@@H]2CC=C(C(=O)O)CN2S(=O)(=O)c2ccc(C)cc2)cc(OC)c1OC	0	x	x	x	-5	1	x	0	x
N#CC1(C#N)[C@@H](C(=O)C23CC4CC(CC(C4)C2)C3)C12CCOCC2	19	-22	-5.1	-4.6	-2	3	-11	4	3
Cc1c(-c2c(C#N)c(N)nc3c2CCCCCC3)cnn1C	23	-5	-1.9	-1.1	-1	1	-8	-3	9
O=C(CCc1ccccc1)OCCOC(=O)CCc1ccccc1	18	-1	-1.5	-3.5	-9	1	-2	5	-10
CCn1cc(C2C(C(=O)Nc3cc(C)ccn3)=C(C)NC3=C2C(=O)CC(C)(C)C3)c(C)n1 (stereo not given)	-4	-5	-1.9	-2.2	1	1	10	4	-14
O=[N+]([O-])c1c(Nc2ccc(O)cc2)cc(Cl)c2nonc12	67*	-30	-2.8	22*	58*	0	29	-4	-31
Cc1ccc(NC(=O)Cc2nnc(SCC(=O)NC3CCCC3)n2C)cc1	5	7	-3.8	-3.3	7	4	15	1	-1
COc1ccc(S(=O)(=O)Oc2c(OC)cc(C(=S)N3CCOCC3)cc2OC)cc1	3	-2	-0.6	-2.1	-11	0	5	6	-12

Assay outcomes deposited in PubChem BioAssay by several laboratories.
